Compound activity (PubChem)
HTR5A ag ctr = HTR5A agonists in luminescence cell assay, primary screen, counter-screen for OPRM1-OPRD1 heterodimer agonist project, full-deck HTS; 5-hydroxytryptamine receptor 5A (Homo sapiens), P47898; cell-based; activation, % at 9.3 µM; actives 0.61% (n = 340,000); in the data active means activation mostly above about 9.5%, no sharp cut-off; inactive means mostly below about 7.6%;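 further: 0% = cells with vehicle only and 100% = reference agonist; strong numbers were not always called active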
Rtt109 HAT inh = inhibitors of C. albicans Rtt109/Vps75 HAT, primary screen, biochemical, ThioGlo CoA-SH fluorescence, plate reader | purified Rtt109/Vps75, 4 h | actives 0.16% (n = 330,000) | Histone acetyltransferase RTT109 (Candida albicans (strain SC5314 / ATCC MYA-2876)), … | AID 540336, 2011 | inhibition, % at 34.9 µM;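 active means inhibition of at least 50% in every replicate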
SR-BI HDL uptake = inhibitors of SR-BI mediated HDL lipid uptake, primary screen, ldlA[mSR-BI] cells, fluorescence, single point | actives 0.96% (n = 320,000) | inhibition, % at 12.5 µM | AID 488896, 2010 | ldlA[mSR-BI] CHO cells, DiI-HDL uptake fluorescence, 3 h | Scavenger receptor class B member 1 (Mus musculus), Q61009;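 active means mean replicate inhibition of at least 70% and a set share of replicates each scoring 70 or more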;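 further: 0% = median of neutral control wells and 100% = median of positive control wells; values of inactives mirror those of a sister screen read the other way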
SR-BI DiI-HDL act = activators of SR-BI mediated DiI-HDL uptake, primary screen, ldlA[mSR-BI] CHO cells, DiI fluorescence; 3 h; 100 = double the neutral-control signal; activation, % at 12.5 µM; actives 0.096% (n = 320,000);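 active means mean replicate activation of at least 60% and every replicate at or above 60%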;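 further: 0% = median plate neutral-control signal and 100% = twice that signal; values of inactives mirror those of a sister screen read the other way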
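system = CHO ldlA[mSR-BI] cells, LDL receptor-null, SR-BI overexpressing | medium = Ham's F12 with 0.5% BSA, HEPES 25 mM, pH 7.4 | probe or stimulus = DiI-HDL 10 µg/mL | compound dosing = single-point compound dose | incubation = compound exposure 3 h, 37 °C | technique = DiI fluorescence, bottom read | read-out = cell-associated DiI fluorescence as measure of HDL uptake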
PvdQ acylase = P. aeruginosa PvdQ acylase inhibitors, primary screen, biochemical, fluorescence, plate reader and imaging, single point | PvdQ acylase [Pseudomonas aeruginosa LESB58] | purified PvdQ acylase | inhibition, % at 10 µM | actives 0.063% (n = 340,000) | AID 488965, 2010; in the data active means inhibition above about 30%, passing the limit was not always enough;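 further: 0% = vehicle neutral wells and 100% = reference inhibitor wells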
CDK5 p35 inh = inhibitors of human CDK5/p35 kinase, primary screen, biochemical, single concentration; inhibition, % at 10 µM; actives 0.01% (n = 330,000); AID 488839, 2010; Recombinant CDK5/p35, ADP-Glo luminescence, 60 min; Cyclin-dependent kinase 5 (Homo sapiens) + Cyclin-dependent kinase 5 activator 1 (Homo …;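 active means highest replicate inhibition of at least 50% and at least 75% of replicates reaching 50%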;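 further: plate controls were DMSO neutral control for no effect and GW8510 at 10 µM for full effect; many of its hits are not listed in these tables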
Target sequence (Q00535 whole entry, looked up): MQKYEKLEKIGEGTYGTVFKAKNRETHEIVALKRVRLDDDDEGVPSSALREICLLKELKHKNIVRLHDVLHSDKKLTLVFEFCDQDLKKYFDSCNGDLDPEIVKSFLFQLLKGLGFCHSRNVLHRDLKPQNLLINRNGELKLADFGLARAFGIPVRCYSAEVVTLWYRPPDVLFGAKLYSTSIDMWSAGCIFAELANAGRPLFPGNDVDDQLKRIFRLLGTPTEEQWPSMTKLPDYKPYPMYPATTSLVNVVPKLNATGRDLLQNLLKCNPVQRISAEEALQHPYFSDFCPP
Target sequence (Q15078 whole entry, looked up): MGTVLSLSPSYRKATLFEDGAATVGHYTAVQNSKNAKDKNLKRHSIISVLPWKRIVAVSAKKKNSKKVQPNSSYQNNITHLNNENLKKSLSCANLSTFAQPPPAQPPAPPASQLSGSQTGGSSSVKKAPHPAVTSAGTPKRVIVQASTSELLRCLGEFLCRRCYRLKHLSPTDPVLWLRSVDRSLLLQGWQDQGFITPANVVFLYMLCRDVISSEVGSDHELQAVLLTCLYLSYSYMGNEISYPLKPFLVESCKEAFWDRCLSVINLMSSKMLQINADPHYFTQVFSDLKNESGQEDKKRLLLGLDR
dFosB activator = activators of delta FosB homodimer, primary screen, biochemical, fluorescence polarization, TAMRA-CDK5 oligo, single point; purified delta FosB; percent of positive-control signal above neutral wells; AID 493131, 2011; Protein FosB (Mus musculus), P13346; actives 0.99% (n = 340,000); activation, % at 25 µM;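 active means mean activation above about 17%, with every replicate also reaching it, limit read from the data, passing the limit was not always enough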;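 further: fluorescence polarization rise as delta FosB binds a TAMRA Cdk5 AP-1 oligo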
Target sequence (P13346 whole entry, looked up): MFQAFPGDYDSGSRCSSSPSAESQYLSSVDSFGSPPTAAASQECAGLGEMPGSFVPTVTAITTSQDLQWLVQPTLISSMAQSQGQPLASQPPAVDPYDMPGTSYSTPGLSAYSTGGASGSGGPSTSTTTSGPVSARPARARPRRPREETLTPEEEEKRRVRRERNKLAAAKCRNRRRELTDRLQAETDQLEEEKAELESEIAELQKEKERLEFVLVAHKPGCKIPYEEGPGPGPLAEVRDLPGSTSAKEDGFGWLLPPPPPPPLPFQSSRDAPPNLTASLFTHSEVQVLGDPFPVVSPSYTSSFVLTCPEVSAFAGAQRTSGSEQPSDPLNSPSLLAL
Wnt act = Wnt/beta-catenin pathway activators, primary screen, cell-based, plate reader, single point; activation, % at 9.35 µM; Wnt/beta-catenin reporter cell assay, activator; actives 1.2% (n = 300,000); AID 743398, 2014; in the data active means activation above about 30%, passing the limit was not always enough;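 further: 0% = neutral control wells and 100% = positive control wells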
MITF TRPM1 HTS = activators of MITF-driven TRPM1 promoter reporter, primary screen, cell-based, SK-MEL-5, luciferase, single point; SK-MEL-5 TRPM1-promoter luciferase, 24 h; % of positive control, neutral wells = 0; activation, % at 12.5 µM; actives 0.75% (n = 300,000);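 active means mean activation of at least 80% with every replicate also reaching 80%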;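 further: 0% = neutral control wells and 100% = parthenolide positive control wells; values of inactives mirror those of a sister screen read the other way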
RTF Ca sens act = cardiac RTF calcium sensitivity activators, primary screen, biochemical, IANBD-TnC fluorescence, EC20 calcium; IANBD-labeled TnC RTF fluorescence at EC20 calcium; 0% EC20 calcium, 100% full calcium; activation, % at 7.2 µM; actives 0.24% (n = 340,000); Troponin I, cardiac muscle (Homo sapiens) + Troponin T, cardiac muscle (Homo sapiens) + …;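 active means activation above the mean over all tested compounds plus 3 SD, cut at about 30% in these data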;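 further: rise in fluorescence read as greater calcium sensitivity of cardiac thin filaments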
* = called active by the depositor; . = not tested or not shown.

smiles | HTR5A ag ctr | Rtt109 HAT inh | SR-BI HDL uptake | SR-BI DiI-HDL act | PvdQ acylase | CDK5 p35 inh | dFosB activator | Wnt act | MITF TRPM1 HTS | RTF Ca sens act
COc1cccc(CNC(=O)c2ccc(C)c(NC3=NC4CS(=O)(=O)CC4S3)c2)c1 (stereo not given) | -5 | 5 | -25 | 25 | 16 | -0.2 | 6 | -3 | . | -1
Cn1c(SCC(=O)N/N=C/c2ccc(O)c(O)c2)nc2ccccc21 | -9 | 32 | . | . | 6 | 1.0 | -11 | 0 | -20 | -5
COc1ccc(CC/C(=N\O)C2(O)CCCCC2)cc1 | 2 | -3 | -40 | 40 | -9 | 0.3 | -8 | 4 | 11 | 0
COc1ccccc1CNC(=O)CN(c1ccc(C)cc1)S(=O)(=O)c1c(C)nn(C)c1C | 1 | -9 | 11 | -11 | -10 | -1.7 | 0 | -2 | . | 1
COc1ccc(Br)cc1-c1noc(-c2ccccc2F)n1 | 4 | -3 | 32 | -32 | -14 | 1.2 | 3 | . | 12 | 3
CCOC(=O)c1cccc(NC(=O)C2CCCN(S(=O)(=O)c3c(C)n[nH]c3C)C2)c1 (stereo not given) | 2 | 0 | 26 | -26 | -13 | 0.6 | -6 | . | -7 | 2
COc1ccc(C(=O)CCC(=O)O)c(C)c1 | 0 | -8 | -10 | 10 | -24 | -5.1 | 2 | -13 | 2 | -6
C[C@H](NC(=O)c1nc[nH]c1C(=O)N(C)Cc1ccccc1)C(=O)OC(C)(C)C | -2 | -11 | -23 | 23 | -13 | 1.6 | -8 | -1 | 18 | -2
O=C(COC(=O)C(CO)NS(=O)(=O)c1ccc(Br)cc1)Nc1ccc2c(c1)OCCO2 (stereo not given) | 2 | -11 | -20 | 20 | -16 | -0.5 | 0 | -1 | . | -2
Cc1ccc(OCC(=O)Nc2ccc(N3CCN(C(=O)c4ccco4)CC3)cc2)c(C)c1 | -1 | 3 | 78* | -78 | -12 | -0.5 | -18 | 0 | -6 | -5
O=C(CCCSc1nc2ccccc2[nH]1)Nc1nnc(C2CC2)s1 | 5 | 0 | 4 | -4 | 4 | 0.3 | -8 | . | 5 | 2
CC1(C)CC(=O)c2cc(OCC(=O)N3CCOCC3)ccc2O1 | 7 | -130 | 3 | -3 | 3 | 0.5 | 4 | . | . | 3
CCOC(=O)c1c(NC(=O)CSc2nnc3c(Cl)cc(Cl)cn23)sc2c1CCC2 | 4 | -7 | -1 | 1 | -11 | 0.1 | -11 | 0 | -8 | 8
COc1cccc(CNCc2ccc(SC)cc2)c1OC | -8 | 5 | -21 | 21 | -17 | -0.6 | -2 | -2 | -8 | 3
Cc1ccc(S(=O)(=O)N(C)c2ccc(OCC(=O)OCc3cccc(Br)c3)cc2)cc1 | -1 | 5 | 7 | -7 | -3 | 0.3 | -8 | -2 | 7 | -3
CCN(CC)c1ccc(C(=O)NC(=S)Nc2cc(S(=O)(=O)N3CCOCC3)ccc2-n2cncn2)cc1 | -2 | -20 | 49 | -49 | -8 | . | 10 | . | -17 | -5
CN(C)C(=O)CCc1ccc2c3c([nH]c2c1)[C@]1(C)[C@@H](C(=O)N2CCCCC2)C[C@H](CC(=O)NCc2cccc(C(F)(F)F)c2)C(=O)N1CC3 | 2 | -5 | 16 | -16 | 0 | -6.2 | -12 | -1 | 7 | 0
C(=N\Nc1nc2ccccc2[nH]1)/c1cccs1 | 2 | 7 | -4 | 4 | -4 | -1.9 | 3 | 51* | 58 | -3
CCOC(=O)C(NC(=O)c1ccccc1OCC)(Nc1ncccn1)C(F)(F)F (stereo not given) | 8 | 2 | -8 | 8 | 5 | 0.9 | -2 | . | 10 | -3
COC(=O)COc1ccc(C(c2c(C)[nH][nH]c2=O)c2c(C)[nH][nH]c2=O)cc1 | 2 | 2 | . | . | -13 | 0.0 | 0 | -2 | 6 | 4
Cc1[nH]c(=O)[nH]c(=O)c1CSCC(=O)OCC(=O)c1ccc(Br)cc1 | -2 | -5 | -5 | 5 | 4 | 1.0 | 2 | 0 | 6 | 0
CC1=C(C(=O)O)N2C(=O)C(NC(=O)c3ccn(C)n3)C2SC1 (stereo not given) | -7 | -4 | . | . | -10 | 3.5 | -5 | -1 | -2 | -3
O=C(c1ccc2c(c1)OCO2)C1CCCN(Cc2cn[nH]c2-c2ccccc2)C1 (stereo not given) | 2 | 5 | -5 | 5 | -10 | -1.3 | -4 | -1 | 1 | -2
Cc1nnc(SCC(=O)Nc2ccc(-c3nc4ccccc4s3)cc2)s1 | 0 | -4 | -11 | 11 | -8 | 0.7 | -3 | 24 | 12 | -1
COc1ccccc1N=Nc1[nH]c2ccc(C)cc2c1O | 2 | 8 | . | . | -11 | -1.5 | -17 | 14 | 16 | 10
CCOCCCNC(=O)c1oc2ccc3c(c2c1C)C(O)CC(C)(C)O3 (stereo not given) | -4 | 1 | 32 | -32 | -19 | 2.2 | -3 | 1 | 13 | 1
CCOC(=O)N1CCN(Cc2cc(=O)oc3cc4c(cc23)CCC4)CC1 | 5 | 11 | 10 | -10 | -5 | 0.4 | 5 | . | -22 | 0
CCOc1ccc(CSCCNC(=S)Nc2ccccc2)cc1 | 2 | 2 | 1 | -1 | -8 | 1.6 | -5 | . | 0 | -3
CC(=O)Nc1ccc(S(=O)(=O)N/N=C/c2ccc(C)o2)cc1 | 4 | 42 | -12 | 12 | 14 | 0.3 | -6 | -1 | 5 | -3
CN1CCN(S(=O)(=O)c2ccc(C(=O)Nc3ccccc3)cc2)CC1 | 4 | -2 | 6 | -6 | -18 | -0.8 | -7 | . | 20 | 6
CCn1c(=O)cc(OCC(=O)NCCc2cccc(C)c2)c2ccccc21 | 12* | 9 | 7 | -7 | -2 | -1.2 | -15 | 3 | -10 | -6
Cc1ccc(NC(=O)Nc2ccc(Cl)cn2)cc1 | 9 | 0 | 14 | -14 | -1 | -0.4 | 8 | 16 | 78 | 0
COc1ccccc1C(=O)Nc1ccc(OC(C)C(=O)N2CCOCC2)cc1 (stereo not given) | 6 | -9 | 7 | -7 | -18 | 1.4 | -6 | 2 | -3 | 17
S=C(Nc1ccccc1)Nc1cccc(Br)c1 | 1 | -11 | -17 | 17 | -8 | 1.4 | -7 | -3 | 7 | 2
COc1cccc(-c2csc(N3CCN(C(=O)Nc4ccc(Cl)cc4)CC3)n2)c1 | 11 | -6 | 56 | -56 | -11 | -0.2 | -9 | 0 | 10 | 1
CCCCN(CC(O)COc1cccc(C)c1)CC(O)COc1cccc(C)c1 (stereo not given) | 6 | -3 | 40 | -40 | -9 | 0.4 | -24 | -5 | -5 | 2
Cc1ccc(Cn2nc(C)c(NC(=O)c3nn(C)cc3Cl)c2C)cc1 | 4 | -4 | -38 | . | 8 | -2.0 | 3 | 5 | -11 | 0
CCSc1nnc(NC(=O)NCC(F)(F)F)s1 | 2 | 14 | 8 | -8 | 8 | -1.7 | -2 | . | 7 | -2
CCCCS(=O)(=O)NC1=NCN(CC)CN1 | 6 | -7 | -3 | 3 | 12 | 5.0 | 5 | 0 | 9 | -1
O=S(=O)(c1ccccc1)N1CCN(Cc2ccccc2C(F)(F)F)CC1 | 0 | 9 | -4 | 4 | 1 | 0.2 | 7 | -4 | -1 | 3
C=COCCNC(=O)C(=O)NC(C)C | -3 | 2 | 3 | -3 | -8 | -3.2 | 0 | . | 7 | 2
COc1ccccc1O | 3 | -8 | . | . | -9 | -0.4 | -1 | 2 | -17 | -4
CCOC(=O)N1CCN(C(=O)c2cnc(Nc3ccccc3OC)c3ccccc23)CC1 | 1 | -11 | 26 | -26 | -3 | -0.5 | -5 | -4 | . | 2
COC(=O)c1nc2cc(C)ccn2c1F | 9 | 6 | -8 | 11 | 2 | 3.9 | -1 | -2 | . | 4
CCOC(=O)c1nonc1NC(C)=O | 1 | -4 | 1 | -1 | -9 | 0.4 | 1 | 3 | -7 | 6
O=C(NCCS(=O)(=O)N1CCN(c2ccccc2F)CC1)c1cccc(Br)c1 | -8 | -3 | -2 | 2 | -15 | -1.4 | -10 | -2 | -12 | 3
COc1ccccc1NC(=S)NC1CCCC1 | 0 | -2 | 18 | -18 | 0 | 0.0 | 9 | -1 | -22 | 2
Cc1cc(=O)[nH]c(SCc2cc(Cl)ccc2OC(F)F)n1 | 4 | 1 | 7 | -7 | 0 | 0.6 | 1 | 1 | -2 | -5
CCN1CCN(C(=O)CCN2C(=O)c3ccccc3C2=O)CC1 | -4 | -8 | 1 | -1 | -16 | 0.9 | -1 | -4 | 3 | -3
COc1cc(S(=O)(=O)N2CCN(C)CC2)c(OC)cc1Br | 6 | 6 | -13 | 13 | -11 | -0.9 | -4 | 3 | -7 | 1
CCCCOCCCNC(=O)/C=C/c1ccccc1Cl | 0 | -2 | -41 | 41 | -4 | -0.1 | 0 | . | -1 | -2
FC(F)(F)c1cccc(N2CCN(Cc3cccnc3)CC2)c1 | -2 | 5 | -13 | 13 | -2 | -1.7 | 5 | -3 | 0 | 0
CCC1CCC(N2CCN(c3ccc(F)cc3)CC2)CC1 (stereo not given) | 3 | 2 | 5 | -5 | 5 | -2.9 | -7 | -1 | 4 | -6
COc1ccccc1NS(=O)(=O)c1ccc(C(=O)N2CC(C)OC(C)C2)cc1 (stereo not given) | 0 | -2 | 6 | -6 | -14 | 2.8 | -3 | 0 | -3 | 10
COc1cccc(N=CC2=C(O)CCCC2=O)c1 | -4 | -2 | -8 | 8 | -2 | 2.7 | 8 | 1 | 9 | -2
O=CN1CC(=O)N(c2ccccc2)c2c([nH]c3ccccc23)C1 | -2 | 4 | 0 | 0 | -10 | -1.3 | 1 | . | . | -1
Cc1noc(C)c1C(=O)Nc1nnc(-c2ccccc2)s1 | -7 | 2 | 3 | -3 | 4 | -1.0 | 4 | . | 1 | -3
